Screening results: PubChem BioAssay, National Center for Advancing Translational Sciences (NCATS)
TDP1 cell CPT – growth inhibition of DT40 Tdp1-/-;hTDP1 cells with camptothecin (screen for TDP1 inhibitors); chicken DT40 Tdp1-/-;hTDP1 cells + 20 nM CPT, ATP luminescence, 48 h; Potency, µM (doses to about 46.2 µM), for the others: at the top dose activity change, negative = growth inhibition, actives largely listed as inhibitors; 420,000 compounds, 12% hits; also: nearly all actives have a fitted effect of over 55% in size
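Chicken DT40 Tdp1-/- cells stably complemented with human TDP1 were seeded at 400 cells/well in medium containing 20 nM camptothecin, exposed to pin-transferred compounds, and grown at 37 °C for at least 48 hr. Viability was read as ATP luminescence.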
GCN5L2 inh – inhibitors of human GCN5L2 histone acetyltransferase | GCN5L2 HAT assay, ThioGlo1 CoA-SH fluorescence | Potency, µM (top dose mostly 58.9 µM), without a hit: at the highest dose activity change, negative = inhibition, most hits filed as inhibitors | 390,000 compounds, 0.21% hits | AID 504327
Target sequence (Q92830 whole entry, looked up): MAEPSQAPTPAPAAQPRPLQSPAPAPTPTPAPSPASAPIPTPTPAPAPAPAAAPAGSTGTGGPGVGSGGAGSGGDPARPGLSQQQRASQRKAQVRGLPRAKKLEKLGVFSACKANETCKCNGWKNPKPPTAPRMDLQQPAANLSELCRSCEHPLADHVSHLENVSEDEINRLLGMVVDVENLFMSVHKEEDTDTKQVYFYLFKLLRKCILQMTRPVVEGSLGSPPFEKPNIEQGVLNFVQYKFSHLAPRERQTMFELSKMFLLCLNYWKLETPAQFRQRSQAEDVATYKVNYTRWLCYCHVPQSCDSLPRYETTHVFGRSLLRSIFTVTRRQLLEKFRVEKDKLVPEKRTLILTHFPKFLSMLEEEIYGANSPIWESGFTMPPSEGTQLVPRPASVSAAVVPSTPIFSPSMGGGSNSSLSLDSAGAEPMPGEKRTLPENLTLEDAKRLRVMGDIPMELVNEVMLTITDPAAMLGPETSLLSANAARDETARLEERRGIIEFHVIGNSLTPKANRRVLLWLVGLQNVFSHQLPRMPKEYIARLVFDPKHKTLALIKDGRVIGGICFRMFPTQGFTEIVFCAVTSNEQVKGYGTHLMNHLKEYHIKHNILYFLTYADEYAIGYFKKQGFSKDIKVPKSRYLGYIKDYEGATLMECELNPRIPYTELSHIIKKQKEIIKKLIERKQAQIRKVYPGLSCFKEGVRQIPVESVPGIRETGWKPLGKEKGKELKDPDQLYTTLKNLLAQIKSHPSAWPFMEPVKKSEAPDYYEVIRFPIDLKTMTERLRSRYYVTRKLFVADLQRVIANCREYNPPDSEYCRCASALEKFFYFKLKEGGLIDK
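Compounds, pin-transferred from DMSO stocks, meet 20nM GCN5L2 for 15 min before the reaction begins with H3(1-25) peptide (75uM) and acetyl-CoA (70uM). Thiol-reactive ThioGlo1 reports CoA release over 20 min at room temperature.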
TDP1 cell noCPT – qHTS for Inhibitors of human tyrosyl-DNA phosphodiesterase 1 (TDP1): qHTS in cells in absence of CPT. 420,000 compounds, 15% hits. Potency, µM (series often up to 46.2 µM), for inactives: at the top dose activity change, negative = growth inhibition, most hits filed as inhibitors. DT40 Tdp1-/- hTDP1 cells, no CPT, ATP luminescence, 48 h. AID 686978, 2013; also: nearly all actives have a fitted effect of over 55% in size
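No-CPT arm: Tdp1-/-;hTDP1 DT40 cells (400/well) plus compounds, incubated ≥48 hr at 37 °C. Readout CellTiter-Glo luminescence.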
An asterisk follows results filed as active; & = joins results of further samples. Calls follow the shape of the dose curve; as a rule, active = well fitted curve in the direction sought with a large enough effect; inconclusive = small, poorly fitted or top-dose-only effect, or another doubt; inactive = no such curve, though single readings can be large; an effect the other way counts as inactive or inconclusive. % is scaled to controls: 0 for no effect and ±100 for the full control effect; potency is read from the fitted curve at half-maximal effect.

The opening 2 records, ahead of the listing:
Screening COc1cc(-c2nc(C(=O)NC3CCCCC3)cc3c2[nH]c2ccccc23)cc(OC)c1OC returned TDP1 cell CPT 16.4µM*, GCN5L2 inh -18.6% and TDP1 cell noCPT 23.1µM*.
For Cc1ccc(C2=NCCn3nc4cc([N+](=O)[O-])ccc4c32)cc1 the results were TDP1 cell CPT inconclusive, GCN5L2 inh -0.3% and TDP1 cell noCPT inconclusive.

Main list, repeating the preview:
Screening COc1cc(-c2nc(C(=O)NC3CCCCC3)cc3c2[nH]c2ccccc23)cc(OC)c1OC returned TDP1 cell CPT 16.4µM*, GCN5L2 inh -18.6% and TDP1 cell noCPT 23.1µM*.
For Cc1ccc(C2=NCCn3nc4cc([N+](=O)[O-])ccc4c32)cc1 the results were TDP1 cell CPT inconclusive, GCN5L2 inh -0.3% and TDP1 cell noCPT inconclusive.
Screening Cc1ccccc1Cn1c(=O)sc2ccccc2c1=O returned TDP1 cell CPT -28.0%, GCN5L2 inh -9.2% and TDP1 cell noCPT -7.5%.
For COc1cccc(C(=O)OCC(=O)c2ccc(Br)s2)c1OC the results were TDP1 cell CPT -17.0%, GCN5L2 inh -7.7% and TDP1 cell noCPT 0.3%.
Screening O=C(CSc1nc2sccc2c(=O)[nH]1)N1CCN(c2ccccc2)CC1 returned TDP1 cell CPT inconclusive, GCN5L2 inh -17.0% and TDP1 cell noCPT inconclusive.
CC(C(=O)OCC(=O)c1ccc(Br)cc1)N1C(=O)C2C3C=CC(C3)C2C1=O (stereo not given) was read as TDP1 cell CPT -5.5%, GCN5L2 inh -2.9% and TDP1 cell noCPT -13.5%.
For CN(C)C(=O)CN1CCN(C(=O)CCl)CC1 the results were TDP1 cell CPT inconclusive, GCN5L2 inh -3.3% and TDP1 cell noCPT 16.4µM*.
Screening COc1ccc(-c2[nH]c3ccccc3c2SCCNC(=O)c2ccccc2)cc1 returned TDP1 cell CPT 13µM*, GCN5L2 inh -16.0% and TDP1 cell noCPT 9.2µM*.
For Cc1cccc(NC(=O)Cn2c(SCC(=O)NCc3ccccc3)nc3ccccc32)c1C the results were TDP1 cell CPT -14.4%, GCN5L2 inh 0.1% and TDP1 cell noCPT -24.6%.
CC(C)CN1CCN(Cc2cc3ccccc3[nH]2)CC1CCO (stereo not given) was read as TDP1 cell CPT -10.7%, GCN5L2 inh 0.9% and TDP1 cell noCPT -4.6%.
CC(C)(C)c1ccc(C(=O)Nc2ccc(NC(=O)c3ccc(Cl)c(Cl)c3)cc2)cc1 was read as TDP1 cell CPT 11.6µM*, GCN5L2 inh 8.3% and TDP1 cell noCPT 14.6µM*.
`Cc1ccc(C)c(CN2C(=O)c3ccccc3S(=O)(=O)c3ccc(C(=O)N4CCN(C)CC4)cc32)c1` gave TDP1 cell CPT -0.1%&-8.8%, GCN5L2 inh 1.2%&-0.6% and TDP1 cell noCPT -29.5%&-18.0%.
For Fc1cccc(Cl)c1CNn1cn[nH]c1=S the results were TDP1 cell CPT -13.6%, GCN5L2 inh -9.7% and TDP1 cell noCPT 18.9%.
Screening CCN(CC)S(=O)(=O)c1cc(-c2nn(C)c(=O)c3ccccc23)ccc1C returned TDP1 cell CPT 23.1µM*, GCN5L2 inh -14.7% and TDP1 cell noCPT 16.4µM*.
For CCOC(=O)C1CCN(c2nc3c(C)cccn3c(=O)c2/C=C(\C#N)S(=O)(=O)c2ccccc2)CC1 the results were TDP1 cell CPT -19.6%, GCN5L2 inh -1.7% and TDP1 cell noCPT inconclusive.
`CC(C)[C@@H]1NC(=O)c2cc([N+](=O)[O-])cc(I)c2NCCC[C@@H](C(N)=O)NC(=O)[C@H](CO)NC1=O` gave TDP1 cell CPT 3.1%, GCN5L2 inh -2.9% and TDP1 cell noCPT -7.3%.
COc1ccccc1N(Cc1ccccc1)S(=O)(=O)c1cccc(C(=O)Nc2ccc(C)cn2)c1 was read as TDP1 cell CPT inconclusive, GCN5L2 inh -9.6% and TDP1 cell noCPT inconclusive.
For COc1ccc(-c2nnc3sc(C(C)N4C(=O)c5ccccc5C4=O)nn23)cc1 (stereo not given) the results were TDP1 cell CPT inconclusive, GCN5L2 inh -7.3% and TDP1 cell noCPT -11.7%.
For COc1ccc(CNC(=O)Cc2csc3nc(-c4ccc(F)cc4)cn23)cc1 the results were TDP1 cell CPT 20.6µM*, GCN5L2 inh -6.3% and TDP1 cell noCPT inconclusive.
For COCCN(CC(=O)Nc1ccccc1C)S(=O)(=O)c1ccc(S(=O)(=O)N2CCCC2)cc1 the results were TDP1 cell CPT -16.1%, GCN5L2 inh inconclusive and TDP1 cell noCPT -15.9%.
For O=C(O)CSCC(=O)N1CCCN(c2ccc(C(F)(F)F)cn2)CC1 the results were TDP1 cell CPT 15.9%, GCN5L2 inh -17.1% and TDP1 cell noCPT 0.8%.
`Nc1nc2ncc(CNc3ccc(C(=O)N[C@@H](CCC(=O)O)C(=O)O)cc3)nc2c(=O)[nH]1` gave TDP1 cell CPT -5.0%&-2.3%&-8.2%, GCN5L2 inh -5.0% and TDP1 cell noCPT 4.4%&-6.0%&-2.0%.
`O=C(NCc1ccccc1)c1cnc2n(c1=O)CCS2` gave TDP1 cell CPT -13.8%, GCN5L2 inh -1.3% and TDP1 cell noCPT -20.6%.
`Cc1oc(-c2ccccc2Cl)nc1CS(=O)CC(=O)NCc1cccs1` (stereo not given) gave TDP1 cell CPT 0.1%, GCN5L2 inh -4.2% and TDP1 cell noCPT 2.3%.
For CC1CCCCC1NS(=O)(=O)c1ccc(S(=O)(=O)NCc2ccncc2)cc1 (stereo not given) the results were TDP1 cell CPT 6.51µM*, GCN5L2 inh 0.8% and TDP1 cell noCPT 7.31µM*.
For CCC1(CC)Cc2ccccc2C(N)=C1C#N the results were TDP1 cell CPT 20.6µM*, GCN5L2 inh 4.5% and TDP1 cell noCPT 20.6µM*.
For CCn1nc(C)c(NC(=O)c2ccc(Cl)cc2)c1C the results were TDP1 cell CPT -12.2%, GCN5L2 inh -2.4% and TDP1 cell noCPT -7.2%.
For CCCCn1c(SCC(=O)N2CCCC2)nc2cc(S(N)(=O)=O)ccc21 the results were TDP1 cell CPT -1.4%, GCN5L2 inh -3.1% and TDP1 cell noCPT 9.4%.
Screening O=C(O)c1ccc2c(=O)n3c(nc2c1)/C(=C/c1ccccc1C(F)(F)F)CCCC3 returned TDP1 cell CPT 6.7%, GCN5L2 inh 19.2% and TDP1 cell noCPT 0.4%.
Screening O=C(CSc1nnc(-c2c[nH]c3ccccc23)o1)c1ccc(-c2ccccc2)cc1 returned TDP1 cell CPT inconclusive, GCN5L2 inh 0.2% and TDP1 cell noCPT inconclusive.
`COC(=O)CN1C(=S)N(c2ccc(Cl)cc2)C(=O)C1CC(=O)Nc1ccc(F)cc1` (stereo not given) gave TDP1 cell CPT inconclusive, GCN5L2 inh -2.6% and TDP1 cell noCPT inconclusive.
For O=S(=O)(c1ccc(S(=O)(=O)N2CCN(C/C=C/c3ccccc3)CC2)cc1)N1CCCC1 the results were TDP1 cell CPT inconclusive, GCN5L2 inh inconclusive and TDP1 cell noCPT 11.6µM*.
Screening COCC(=O)N1CCC(Oc2cccc(C(=O)NCc3ccccn3)c2)CC1 returned TDP1 cell CPT -14.4%, GCN5L2 inh -0.5% and TDP1 cell noCPT 14.2%.
COc1ccccc1NC(=S)NCCc1ccc(F)cc1 was read as TDP1 cell CPT 6.6%, GCN5L2 inh 3.2% and TDP1 cell noCPT inconclusive.
For O=C(NNC(=O)c1ccc(S(=O)(=O)N2CCCCC2)cc1)c1ccccc1 the results were TDP1 cell CPT -8.1%, GCN5L2 inh -1.0% and TDP1 cell noCPT -8.9%.
CC(C)=CC(=O)N1CCC(N2CCC(C(=O)NCC3CCCO3)CC2)CC1 (stereo not given) was read as TDP1 cell CPT -2.8%, GCN5L2 inh -7.2% and TDP1 cell noCPT -6.3%.

Quoted from above for reference:
Screening O=C(CSc1nnc(-c2c[nH]c3ccccc23)o1)c1ccc(-c2ccccc2)cc1 returned TDP1 cell CPT inconclusive, GCN5L2 inh 0.2% and TDP1 cell noCPT inconclusive.
`COC(=O)CN1C(=S)N(c2ccc(Cl)cc2)C(=O)C1CC(=O)Nc1ccc(F)cc1` (stereo not given) gave TDP1 cell CPT inconclusive, GCN5L2 inh -2.6% and TDP1 cell noCPT inconclusive.
For O=S(=O)(c1ccc(S(=O)(=O)N2CCN(C/C=C/c3ccccc3)CC2)cc1)N1CCCC1 the results were TDP1 cell CPT inconclusive, GCN5L2 inh inconclusive and TDP1 cell noCPT 11.6µM*.
Screening COCC(=O)N1CCC(Oc2cccc(C(=O)NCc3ccccn3)c2)CC1 returned TDP1 cell CPT -14.4%, GCN5L2 inh -0.5% and TDP1 cell noCPT 14.2%.
COc1ccccc1NC(=S)NCCc1ccc(F)cc1 was read as TDP1 cell CPT 6.6%, GCN5L2 inh 3.2% and TDP1 cell noCPT inconclusive.

More records:
Screening COc1ccc(S(=O)(=O)N2CCOC23CCN(S(=O)(=O)c2cc(C)ccc2OC)CC3)cc1 returned TDP1 cell CPT -29.6%, GCN5L2 inh 0.2% and TDP1 cell noCPT -19.3%.
`Cc1cc(Cl)ccc1OCC(=O)N(Cc1sccc1C)C1CCS(=O)(=O)C1` (stereo not given) gave TDP1 cell CPT 23.1µM*, GCN5L2 inh -1.7% and TDP1 cell noCPT 18.4µM*.
Screening CCN(Cc1nc(-c2ccc(OC)cc2)oc1C)S(=O)(=O)c1ccc(Cl)cc1 returned TDP1 cell CPT inconclusive, GCN5L2 inh 25.6% and TDP1 cell noCPT inconclusive.
For Cc1noc(C)c1COc1ccccc1C(=O)N1CCN(S(=O)(=O)c2ccc(C(C)C)cc2)CC1 the results were TDP1 cell CPT inconclusive and TDP1 cell noCPT 16.4µM*.
`Fc1ccccc1OCCn1c(=S)[nH]c2ccccc21` gave TDP1 cell CPT 12.1%, GCN5L2 inh -1.5% and TDP1 cell noCPT -14.7%.
`CCCCNC(=O)C1(C)CCN1Cc1ccc(C#N)cc1` (stereo not given) gave TDP1 cell CPT -24.1% and TDP1 cell noCPT -11.6%.
`COc1ccc(CN2CCN(S(=O)(=O)c3ccc(NC(C)=O)cc3)CC2)cc1OC` gave TDP1 cell CPT inconclusive, GCN5L2 inh 0.5% and TDP1 cell noCPT inconclusive.
Screening Cc1csc(=Nc2c(C)n(C)n(-c3ccccc3)c2=O)n1Cc1ccccc1 returned TDP1 cell CPT -19.5%&-26.6%, GCN5L2 inh 4.8% and TDP1 cell noCPT inconclusive.
`COC(=O)[C@@H](NCc1cccc(CN[C@H](C(=O)OC)c2ccccc2)c1)c1ccccc1` gave TDP1 cell CPT -1.4%, GCN5L2 inh -3.5% and TDP1 cell noCPT -3.4%.
For COc1cc(OC)cc(OC(=O)C2CCN(C3=NS(=O)(=O)c4ccccc43)CC2)c1 the results were TDP1 cell CPT 7.9%, GCN5L2 inh 2.1% and TDP1 cell noCPT -3.3%.
Screening COc1ccc(C(=O)N2CCN(S(=O)(=O)c3cc(Cl)ccc3OC)CC2)cc1 returned TDP1 cell CPT 1.2%, GCN5L2 inh -12.7% and TDP1 cell noCPT -33.4%.
For Cc1ccccc1-n1nc2c(c1NC(=O)c1ccco1)CS(=O)(=O)C2 the results were TDP1 cell CPT -4.0%, GCN5L2 inh -4.6% and TDP1 cell noCPT 19.7%.
`CCCCNC(=S)Nc1ccccc1Cc1ccccc1` gave TDP1 cell CPT inconclusive, GCN5L2 inh -1.2% and TDP1 cell noCPT inconclusive.
`O=C(OCC(=O)N1N=C(c2ccc(Cl)cc2)CC1c1ccco1)c1ccco1` (stereo not given) gave TDP1 cell CPT -30.0%, GCN5L2 inh -14.1% and TDP1 cell noCPT inconclusive.
Screening O=C(NC(=S)NCCN1CCOCC1)c1cccc(Cl)c1 returned TDP1 cell CPT 0.9%, GCN5L2 inh 4.6% and TDP1 cell noCPT 0.7%.
For CCOc1ccccc1C1CC(=O)Nc2c1c(=O)n(C)c(=O)n2C (stereo not given) the results were TDP1 cell CPT -8.2%, GCN5L2 inh -1.7% and TDP1 cell noCPT -6.0%.
Screening CCN(CC)CCn1c2ccccc2c2nc3ccccc3nc21 returned TDP1 cell CPT inconclusive, GCN5L2 inh 1.1% and TDP1 cell noCPT 23.1µM*.
For O=C(C1CCCN(S(=O)(=O)Cc2ccccc2)C1)N1CCC(Cc2ccccc2)CC1 (stereo not given) the results were TDP1 cell CPT 16.4µM*, GCN5L2 inh 3.6% and TDP1 cell noCPT 10.3µM*.
`O=C(CN(C1CCCCC1)S(=O)(=O)c1ccc(F)cc1)NCc1ccncc1` gave TDP1 cell CPT -22.2%, GCN5L2 inh -12.4% and TDP1 cell noCPT -17.5%.
Cc1ccc2[nH]cc(C(c3ccccc3)c3ccc(C)s3)c2c1 (stereo not given) was read as TDP1 cell CPT inconclusive, GCN5L2 inh -13.7% and TDP1 cell noCPT 18.4µM*.
